IDH1 R132H inh: human IDH1 R132H inhibition | O75874 | Potency, µM (titrated, usually from 76.6 µM), without a hit: at the highest dose activity change, negative = inhibition, most hits filed as inhibitors | IDH1-R132H enzyme, NADPH consumption, diaphorase/resazurin fluorescence | 0.093% of 390,000 active | AID 602179; also: potency is read from the fitted curve at half-maximal effect; % is scaled to controls: 0 for no effect and ±100 for the full control effect; nearly all actives have a fitted effect of over 65% in size
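IDH1-R132H (0.5 ug/mL dispensed) in pH 7.5 Tris buffer was preincubated 30 min with compound, then given a substrate mix of 0.016 mM NADPH and 2 mM alpha-KG for 80 min at room temperature; remaining NADPH was read by diaphorase/resazurin fluorescence.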
USP1-UAF1 inh: blocks the human USP1/UAF1 deubiquitinase complex; 0.23% of 390,000 active; recombinant USP1/UAF1, Ub-Rhodamine cleavage fluorescence; AID 743255; Potency, µM (top dose mostly 57.1 µM), without a hit: at the top dose activity change, negative = inhibition, usual class: inhibitors; O94782; also: potency is read from the fitted curve at half-maximal effect; % is scaled to controls: 0 for no effect and ±100 for the full control effect; nearly all actives have a fitted effect of over 60% in size; inactives centre near -12
Target sequence (O94782 whole entry, looked up): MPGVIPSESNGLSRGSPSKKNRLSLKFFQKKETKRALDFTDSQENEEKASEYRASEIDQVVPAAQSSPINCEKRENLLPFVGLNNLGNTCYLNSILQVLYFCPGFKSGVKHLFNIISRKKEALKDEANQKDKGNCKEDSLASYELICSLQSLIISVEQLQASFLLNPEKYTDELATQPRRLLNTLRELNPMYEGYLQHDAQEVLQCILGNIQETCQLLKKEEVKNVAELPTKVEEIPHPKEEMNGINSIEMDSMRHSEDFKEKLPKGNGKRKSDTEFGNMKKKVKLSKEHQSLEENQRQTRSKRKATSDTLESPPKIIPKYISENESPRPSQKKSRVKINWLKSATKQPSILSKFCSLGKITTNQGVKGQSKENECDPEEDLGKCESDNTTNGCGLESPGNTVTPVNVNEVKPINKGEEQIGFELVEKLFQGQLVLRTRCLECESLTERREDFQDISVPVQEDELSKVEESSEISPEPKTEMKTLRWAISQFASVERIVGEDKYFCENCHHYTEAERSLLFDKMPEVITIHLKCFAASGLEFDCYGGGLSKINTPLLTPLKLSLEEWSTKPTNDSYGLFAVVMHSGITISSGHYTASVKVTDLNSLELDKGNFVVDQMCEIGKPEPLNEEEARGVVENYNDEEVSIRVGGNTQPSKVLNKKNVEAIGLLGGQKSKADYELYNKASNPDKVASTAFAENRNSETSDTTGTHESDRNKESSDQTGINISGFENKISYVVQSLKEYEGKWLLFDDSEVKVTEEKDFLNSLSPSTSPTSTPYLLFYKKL
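1 nM enzyme complex + cpd, 15 min RT; start with Ub-Rho 150nM final; kinetic fluorescence ex 480/em 540, 6 reads q60 s. Buffer 50mM HEPES pH 7.8, 0.5mM EDTA, 0.1 mg/ml BSA, 1mM TCEP, 0.01% Tween-20.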
TrxR1 inh: blocks rat thioredoxin reductase 1 | O89049 | recombinant rTrxR1, NADPH fluorescence consumption, selenite substrate | Potency, µM (doses to about 114 µM), for inactives: at the top dose activity change, negative = inhibition, actives largely listed as inhibitors | 1% of 390,000 active; also: potency is read from the fitted curve at half-maximal effect; % is scaled to controls: 0 for no effect and ±100 for the full control effect; nearly all actives have a fitted effect of over 65% in size
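Rat TrxR1 (90 nM in the dispensed reagent) was pre-reduced with 400 uM NADPH for 5 min at room temperature, then incubated with compound for 15 min. After 400 uM selenite was added, NADPH fluorescence (Ex 340/Em 450 nm) was followed for 8 min.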
LDHA inh: blocks human lactate dehydrogenase A; P00338; purified LDHA, NADH/diaphorase-resazurin fluorescence; active compounds read low; activity change, % (values are at about 110 or 230 µM); 0.15% of 480,000 active; AID 1347041; in the data active = activity change below about -30%; inconclusive = mostly about -25% to -30%;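 also: plate controls were DMSO wells for no effect and wells without enzyme for full effect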
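Remaining NADH was detected by diaphorase (0.133 mg/mL) converting 37 µM resazurin to fluorescent resorufin, read at 0 and 20 minutes. The preceding 5-minute room-temperature reaction used 2 nM LDHA, 0.2 mM sodium pyruvate and 0.06 mM NADH at pH 7.4.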
GRP78 ERSR act: inducers of ER stress response in human glioma cells. U87-MG GRP78 promoter luciferase reporter, 16 h. Potency, µM, without a hit: top-dose activation, usual class: activators. 0.02% of 420,000 active; also: potency is read from the fitted curve at half-maximal effect; series mostly up to about 76 µM; % of control where 0% means no effect; nearly all actives have a fitted effect of over 35% in size
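Stably transfected U87-MG glioma cells carrying a GRP78-based luciferase sensor; 16 h compound incubation. Luminescence end-point read 10 min after Bright-Glo addition at room temperature.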
Vif-APOBEC3G blk: blocks the Vif interaction with human APOBEC3G. Q9HC16. HeLa A3G-eYFP + Vif (tagged APOBEC3G with the HIV-1 protein that degrades it), YFP fluorescence, overnight. Potency, µM (doses to about 46.1 µM), for inactives: at the top dose activity, negative = active, most hits filed as inhibitors. 0.076% of 410,000 active;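 also: potency is read from the fitted curve at half-maximal effect; % is scaled to controls: 0 for no effect and ±100 for the full control effect; nearly all actives have a fitted effect of over 60% in size; hits raise eYFP signal because A3G escapes Vif-driven loss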
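HeLa cells stably expressing Vif and C-terminally eYFP-tagged A3G, seeded overnight at 37 deg C, then exposed to compound by pintool overnight at 37 deg C. Rise in yellow fluorescence (Ex 488/Em 500-530, Acumen) marks blocked Vif-driven A3G degradation.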
Vif-APOBEC3F blk: blocks the Vif interaction with APOBEC3F; Potency, µM (series often up to 46.1 µM), for the others: at the top dose activity, negative = active; HeLa A3F-eYFP + Vif (tagged APOBEC3F with the HIV-1 protein that degrades it), YFP fluorescence increase; 0.2% of 390,000 active; also: potency is read from the fitted curve at half-maximal effect; % of control where 0% means no effect; nearly all actives have a fitted effect of over 65% in size
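Fluorescence increase (Ex 488/Em 500-530) after overnight compound treatment at 37 deg C flags inhibition of Vif-driven A3F-eYFP loss in stable HeLa A3F-eYFP/Vif cells seeded overnight beforehand.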
RGS4 inh: inhibitors of human regulator of G protein signaling 4; P49798; Transcreener GDP fluorescence polarization, RGS4-accelerated GTP hydrolysis; Potency, µM (titrated, usually from 114 µM), without a hit: at the highest dose activity change, negative = inhibition, actives largely listed as inhibitors; 0.039% of 390,000 active; AID 504845; also: potency is read from the fitted curve at half-maximal effect; % is scaled to controls: 0 for no effect and ±100 for the full control effect; nearly all actives have a fitted effect of over 75% in size; some results filed as inactive show a strong effect at the top dose
Target sequence (P49798 whole entry, looked up): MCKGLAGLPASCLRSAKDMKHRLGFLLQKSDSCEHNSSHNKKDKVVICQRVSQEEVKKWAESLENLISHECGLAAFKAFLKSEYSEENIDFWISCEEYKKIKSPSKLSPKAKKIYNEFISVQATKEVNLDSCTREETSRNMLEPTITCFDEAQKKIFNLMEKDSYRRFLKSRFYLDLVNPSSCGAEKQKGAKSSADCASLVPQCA
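MLSMR compounds (23 nl, pin-transferred) preincubated 10 min at room temperature with a 500nM (2x) first reagent, then RGS4 at 900nM (2x) plus Transcreener GDP mix added; fluorescence polarization (620/688 nm) read before and after 90 min at 30 °C.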
TrxR1 substrate: rat thioredoxin reductase 1 substrate activity; O89049; purified TrxR1 substrate turnover, NADPH consumption readout; Potency, µM (highest dose often 114 µM), for the others: at the highest dose activity change, negative = substrate turnover; 0.01% of 390,000 active; AID 588456; also: potency is read from the fitted curve at half-maximal effect; % is scaled to controls: 0 for no effect and ±100 for the full control effect; nearly all actives have a fitted effect of over 50% in size
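Rat TrxR1, dispensed at 90 nM, was prereduced with 400 uM NADPH (final) for 5 min at ~22 deg C, then incubated with compound 15 min before 400 uM selenite. A first-read NADPH fluorescence drop versus no-compound background flagged substrates.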
* = called active by the depositor; ? = inconclusive; . = not tested or not shown; & = joins results of further samples; [ ] = another dose, or the depositor's remark. Unless noted, calls follow the shape of the dose curve; as a rule, active = well fitted curve in the direction sought with a large enough effect; inconclusive = small, poorly fitted or top-dose-only effect, or another doubt; inactive = no such curve, though single readings can be large; an effect the other way counts as inactive or inconclusive. Not all compounds are listed, so the mix of outcomes need not match the whole.

SMILES	IDH1 R132H inh	USP1-UAF1 inh	TrxR1 inh	LDHA inh	GRP78 ERSR act	Vif-APOBEC3G blk	Vif-APOBEC3F blk	RGS4 inh	TrxR1 substrate
COc1cccc(/C=C2\SC(=S)N(CCC(=O)NCCc3ccc(O)cc3)C2=O)c1	-3%	-11%	19%	-1	-16%	-9%	-21%	18%[11.4 µM]	-4%
Cc1ccnc(NS(=O)(=O)c2ccc(NS(C)(=O)=O)cc2)n1	1%	-8%	8%	-2	2%	8%	1%	-4%[11.4 µM]	2%
O=C(C1CCC(C(=O)N2CCc3ccccc32)CC1)N1CCc2ccccc21 (stereo not drawn)	-4%	5%	-5%[57.1 µM]	-1	0%	0%	0%	-17%	2%[57.1 µM]
Cc1ccc(NC(=O)c2ccc(-n3cncn3)c([N+](=O)[O-])c2)cc1	16%	-21%	-8%	0	1%	3%	2%	-27%	-4%
CCOc1cc2[nH]c(=S)n(Cc3ccc(C)o3)c(=O)c2cc1OCC	-6%	-2%	-11%	-14	-5%	1%	-4%	-5%	-3%
CC(C)c1ccc(OCc2ccc(C(=O)N3CCCC3)o2)cc1	8%	-21%	-24%	-12	-2%	-1%	10%	-24%	11%
CCN(CC)S(=O)(=O)c1ccc(OC)c(NC(=O)c2cc([N+](=O)[O-])ccc2Cl)c1	0%	0%	4%	-1	-5%	4%	.	-4%	1%
CCOc1cc(C2NC(=O)NC(C)=C2C(=O)OCC2CCCCC2)ccc1O (stereo not drawn)	3%	-1%	-5%[57.1 µM]	-2	0%	3%	-14%	-5%	-1%[57.1 µM]
O=C(NCc1ccccc1)C1CCC(CNS(=O)(=O)c2cccs2)CC1 (stereo not drawn)	5%	-6%	17%	-8	-1%	0%	8%	7%	8%[0.0914 µM]
CCC(C)(C)NC(=O)C(c1ccc(OC)cc1)N(C(=O)CCC(=O)Nc1cc(C)on1)c1ccc2c(c1)OCO2 (stereo not drawn)	1%	-19%	20%[57.1 µM]	3	-2%	0%	-2%	-27%	-16%[57.1 µM]
Cc1ccc(-c2csc3ncnc(Sc4nnnn4-c4ccccc4)c23)cc1	.	.	25%	-11	-11%	?	.	.	3%
O=C(Nc1ccon1)c1sc2ccccc2c1Cl	10%	-19%	5%	1&6	6%	0%	1%	-5%	0%
CSc1ncccc1C(=O)OCC(=O)NC1CC1	16%	-16%	-4%	-6	-4%	0%	2%	29%	-6%
COCCn1c(=O)[nH]c2cc(C(=O)N3CCN(Cc4ccc5c(c4)OCO5)CC3)ccc2c1=O	-1%	-23%	9%	0	-5%	-1%	0%	0%	6%
CCc1ccc(OCC(=O)NC(=S)Nc2ccc(C)cc2C)c(Br)c1	12%	9%	12%	-5	-3%	0%	-7%	-4%	4%
CCOc1ccc(C2C(C(=O)Nc3ccccc3)=C(C)Nc3nc(SCc4cccc(OC)c4)nn32)cc1 (stereo not drawn)	-1%	-3%	7%[57.1 µM]	-2	-3%	4%	2%	11%	-5%[57.1 µM]
COc1ccc2c(CNCc3ccco3)c(C(=O)O)n(Cc3cccc(F)c3)c2c1	1%	-22%	20%	-1	-6%	-3%	0%	14%	4%
C=CCNC(=O)c1cc(C(=O)C(C)c2ncc(C(F)(F)F)cc2Cl)c[nH]1 (stereo not drawn)	0%	-6%	-13%[57.1 µM]	-2	-3%	4%	1%	-17%	-8%[57.1 µM]
Cc1nc2ccccc2c(=O)n1NC(=O)C1CCC(C(C)(C)C)CC1 (stereo not drawn)	5%	-3%	5%	-8	-2%	0%	-6%	28%	-5%
CSc1c(CC(=O)Nc2ccccc2)n(C)c2ccccc12	-10%	-10%	17%	-11	-3%	-7%	11%	3%	4%
Cc1ccc(S(=O)(=O)N2C[C@H]3n4c(=O)ccc(=O)n4C[C@H](OC(=O)Nc4c(C)noc4C)[C@@]3(O)C2)cc1	0%	2%	.	-8	-4%	4%	-7%	.	.
COc1cc(C(=O)N/C(=C/c2ccc(F)cc2)C(=O)NC(C(=O)O)c2ccccc2)cc(OC)c1OC (stereo not drawn)	16%	-17%	11%	-4	1%	1%	-9%	-10%	-1%
CCOc1ccc(C(=O)COC(=O)Cc2n[nH]c(=O)c3ccccc23)cc1	-5%	-22%	30%[57.1 µM]	-3	-6%	8.9µM*	8%	-17%	4%
Cc1nc(N2CCOCC2)c2cc(-c3ccccc3)sc2n1	8%	-23%	4%	-3	3%	4%	2%	-25%	24%
COC(=O)c1sccc1NC(=O)CSc1ccccc1N	-3%	-24%	21%	-2	-1%	-3%	-1%	8%	3%
Cc1cc(S(=O)(=O)N(Cc2cccs2)Cc2ccccc2F)ccc1-n1cnnn1	-4%	-5%	8%	0	-3%	0%	7%	5%	-6%
CC(C(=O)NCC(=O)Nc1ccc(F)c(F)c1F)N1CCN(Cc2ccc(C#N)cc2)CC1 (stereo not drawn)	0%	3%	11%	-1	1%	-1%	-17%	5%	2%
O=C(O)c1cc(NS(=O)(=O)c2ccc3ccccc3c2)ccc1O	-11%	-12%	12%	-8	-5%	-1%	9%	29%	-3%
O=C(Cn1nc2n(c1=O)-c1ccccc1SC2)N/N=C/c1cccs1	7%	?	12%[57.1 µM]	-2	-3%	0%	9%	-2%	-8%
Cc1ccc(S(=O)(=O)Nc2c(C(=O)O)[nH]c3ccccc23)cc1C	-6%	-25%	16%[57.1 µM]	-5	4%	0%	-16%	-9%[56.9 µM]	4%[57.1 µM]
Cc1ccc(OCCCCN2CCCC(C)C2)c([N+](=O)[O-])c1 (stereo not drawn)	5%	-19%	20%[57.1 µM]	-13	-5%	1%	-6%	10%	12%[57.1 µM]
CC(=O)c1ccc(NC(=O)/C=C/c2ccc(C)o2)cc1	16%	?	22µM*	4	1%	-3%	-5%	-37%	-9%
CCCCOc1ccc(C(=O)NCCc2csc(-c3cccc(F)c3)n2)cc1	3%	-24%	-1%[57.1 µM]	3	-4%	2%	4%	-18%	-8%[57.1 µM]
CCN(CC(=O)Nc1ccc2c(c1)OCCO2)C(=O)c1ccc(S(=O)(=O)N(C)C)cc1	7%	-17%	-5%	0	-2%	-3%	-2%	-28%	-7%
CC(C)=CCC/C(C)=C/CNC(=O)CC1C[C@H](C(=O)N2CCCCC2)[C@@]2(C)c3[nH]c4ccccc4c3CCN2C1=O (stereo partly drawn)	-2%	-5%	19%	-8	-1%	1%	-7%	11%	-2%
COc1cc2ccccc2cc1C(=O)N1CCOCC1	0%	1%	14%	-12	-4%	-2%	-1%	23%	10%
COc1cccc(CNC(=O)c2ccc3c(c2)nnn3C2CCCC2)c1	15%	-7%	-14%[57.1 µM]	-2	0%	3%	9%	-11%	-10%[57.1 µM]
CCOC(=O)C1(Cc2ccccc2)CCCN(C(=O)c2cn[nH]c2)C1 (stereo not drawn)	0%	-20%	20%	-2	-2%	-1%	3%	-17%	7%
CN1CCN(C(=O)N2CCNC2=O)CC1	-4%	-14%	7%[57.1 µM]	1	-2%	-2%	2%	4%	-1%[57.1 µM]
CCN(CC(=O)NCCN1CCOCC1)S(=O)(=O)c1ccc(F)cc1	0%	-15%	12%	-1	-4%	-10%	8%	-2%	4%
COc1cc(NC(=O)N2CCC(CN3CCCC3)CC2)cc(OC)c1OC	-8%	-22%	-19%	-1	0%	4%	-4%	-9%	-8%
COC(=O)C1=CN(Cc2ccc(OC)cc2)C=C(C(=O)OC)C1c1cccs1	-1%	-26%	2%[57.1 µM]	-4	-1%	-12%	-24%	-6%	35%[57.1 µM]
CCOc1ccccc1NC(=O)CSc1nc2cc(O)ccc2c(=O)n1-c1ccc(OC)c(OC)c1	-9%	-14%	11%	-2	-14%	-27%	?	-9%	3%
COc1ccccc1NC(=O)CC1Nc2ccccc2NC1=O (stereo not drawn)	3%	-25%	-4%	2&0	4%	-13%	-4%	-5%	8%[0.457 µM]
CCc1cc(C(=O)NC(C)c2ccccc2)no1 (stereo not drawn)	0%	-21%	16%	-9	1%	4%	1%	3%	6%
Cc1cccc(CNc2ncnc3[nH]ncc23)c1	10%	-16%	13%[57.1 µM]	-7	-2%	-5%	-6%	-9%	9%[57.1 µM]
Cc1ccc(NS(=O)(=O)c2ccccc2)c(C)c1	.	.	-22%	-3	-3%	2%	.	-16%	4%
O=C(CN1CCOCC1)NNc1nc(-c2ccccc2)c2cc(Br)ccc2n1	-4%	-1%	-4%	0	2%	1%	14%	1%	-4%
O=C(CN(C(=O)CNS(=O)(=O)c1ccc(F)cc1)C1CCCC1)NCc1ccco1	4%	?	5%	-11	-3%	-3%	-8%	-10%	5%

Compound activity: PubChem BioAssay, National Center for Advancing Translational Sciences (NCATS)
